Assay outcomes (PubChem)
SDO1 yeast rescue – compounds rescuing growth of sdo1-depleted yeast, bone marrow failure model; S. cerevisiae sdo1-depleted JHY4D growth rescue, OD600 30 h; active compounds read high; pdr5 snq2 efflux-pump mutant strain; z-score at 10 µM; hit rate 0.21% among 140,000;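 active means z-score above 3 at both the 24 hr and the 30 hr optical density reads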;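 further: z-score against mean and SD of all compound wells on the same plate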
Insulin prom inh – TRM-6 insulin promoter activity inhibition | inhibition, % at 2 µM | AID 1273 | hit rate 0.9% among 130,000 | TRM-6 cells (human fetal islet line), insulin promoter-eGFP reporter, imaging; reporter expression induced with tamoxifen;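 active means inhibition above the mean plus 3 SD, with well images judged a real hit on visual review, cut at about 60% in these data, passing the limit was not always enough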
SDO1 yeast rescue Rescue 24 h – also measured in SDO1 yeast rescue; calls as there; z-score; S. cerevisiae sdo1-depleted JHY4D growth rescue, OD600; measured here: growth rescue at 24 h;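 0 is the plate mean of compound wells and units are plate SD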
An asterisk follows results filed as active; i = inactive; / = no result given. Only part of the results is shown (hit frequency here may not be typical).

SMILES	SDO1 yeast rescue	SDO1 yeast rescue Rescue 24 h	Insulin prom inh
CCCCC(=O)NC(NC(=S)N1CCCCCC1)C(Cl)(Cl)Cl (stereo unspecified)	-0.01	0.29	-54
COc1ccccc1C(=O)Nc1c(C)cc(Br)cc1C	/	/	-47
Cc1nc(NC(=O)c2ccccc2)sc1-c1csc(Nc2cccc(F)c2)n1	-2	-0.59	16
Cn1c(CCN2CCN(c3ccccc3)CC2)nc2cc(NC(=O)c3ccco3)ccc21	0.74	0.5	/
CCN(CC)S(=O)(=O)c1cc(Br)ccc1OC	-0.51	-0.21	/
Cc1cc(C)n(-c2cccc(F)n2)n1	/	/	13
CN(C)c1ccc(C(CN)c2c[nH]c3ccccc23)cc1 (stereo unspecified)	/	/	-56
CCCN=CC1=C(O)CC(c2ccccc2)CC1=O (stereo unspecified)	0.06	-0.42	19
CC(=O)c1ccc(C(C)(C)c2ccc(C(C)=O)s2)s1	-0.14	-0.82	-14
CCC(C)C(NS(=O)(=O)c1ccc(C)cc1)C(=O)Oc1ccc2c3c(c(=O)oc2c1)CCC3 (stereo unspecified)	0.35	1.5	/
CN1CCN(c2ccccc2NC(=O)c2cccc(OCc3ccccc3)c2)CC1	-0.51	-0.34	-41
CCOC(=O)c1cc(-c2ccccc2)sc1NC(=O)COC(=O)c1ccc(Cl)c(S(N)(=O)=O)c1	/	/	-67
C/C(=C\c1ccccc1)C(=O)N1CCN(c2cccc(C(F)(F)F)c2)CC1	-0.93	-0.79	24
Cc1cc(CNC(=O)COc2c(F)c(F)cc(F)c2F)c2ccccc2n1	/	/	-26
CC(=O)N1CCc2ccc(C(=O)CN3CCN(c4cccc(C)c4C)CC3)cc21	0.67	0.23	36
Cc1ccc2[nH]c(=O)c(CN(CCCO)S(=O)(=O)c3c(C)ccc4nsnc34)cc2c1	0.81	-0.08	41
CC1=NN(C(=O)c2ccc(Cn3nc(C)c([N+](=O)[O-])c3C)cc2)C(O)(C(F)(F)F)C1 (stereo unspecified)	1.2	1.6	-11
Cn1c(SCC(=O)Nc2sc3c(c2C#N)CCC3)nnc1C1COc2ccccc2O1 (stereo unspecified)	0.34	2.1	/
CC(C)Oc1ccc(C(CC(=O)O)NC(=O)C2CCCCC2)cc1 (stereo unspecified)	1.3	1.6	-29
CC(Oc1ccc(Cl)cc1Cl)C(=O)NCCN1CCOCC1 (stereo unspecified)	-1.1	-1.1	-27
COc1ccc(N(C(C)C(=O)N/N=C/c2ccc(OC(C)C)cc2)S(C)(=O)=O)cc1 (stereo unspecified)	0.12	-1	/
COc1ccccc1NC(=S)N/N=C/c1ccc(O)cc1	-0.46	-0.03	38
Cc1nn(-c2ccccc2)c2[nH]c(=O)c(CNc3ccc4c(c3)OCCO4)cc12	-0.36	-0.98	/
COc1ccccc1-c1ccc(=O)n(CC(=O)NCc2ccc3c(c2)OCO3)n1	0.87	0.59	-9
N#C/C(=C\C1=C(N2CCOCC2)C(=C/c2cccc([N+](=O)[O-])c2)/CC1)C(=O)Nc1ccccc1F	0.72	3.9	i

Laid out differently: four of the compounds above.
Structure,SDO1 yeast rescue,SDO1 yeast rescue Rescue 24 h,Insulin prom inh
CN1CCN(c2ccccc2NC(=O)c2cccc(OCc3ccccc3)c2)CC1,-0.51,-0.34,-41
CC(=O)N1CCc2ccc(C(=O)CN3CCN(c4cccc(C)c4C)CC3)cc21,0.67,0.23,36
CCCCC(=O)NC(NC(=S)N1CCCCCC1)C(Cl)(Cl)Cl (stereo unspecified),-0.01,0.29,-54
C/C(=C\c1ccccc1)C(=O)N1CCN(c2cccc(C(F)(F)F)c2)CC1,-0.93,-0.79,24

Other results
SMILES	SDO1 yeast rescue	SDO1 yeast rescue Rescue 24 h	Insulin prom inh
O=C(CCN1C(=O)C2C3C=CC(C3)C2C1=O)N1CCN(c2ccccn2)CC1 (stereo unspecified)	1.4	1.2	-19
O=C(NNC(=O)C1CC2CCC1C2)c1ccccc1 (stereo unspecified)	-0.19	-1.3	29
CCn1c(=S)[nH]c2sc3c(c2c1=O)CCCCC3	/	/	24
CC(=O)c1ccc(NC(=O)COC(=O)CCN2C(=O)c3cccc([N+](=O)[O-])c3C2=O)cc1	-0.04	-0.05	0
C=CCNc1cnn(-c2ccc(C)cc2)c(=O)c1Cl	-0.02	0.64	-8
CCCN(CCO)Cc1ccc(Br)cc1	0.69	-0.1	22
N#C/C(=C/c1ccc(CNC(=O)C(=O)Nc2cc(Cl)cc(Cl)c2)o1)C(=O)NCc1cccnc1	-0.01	0.76	/
COCCNC(=O)c1ccc(CN2CCOCC2)cc1	1.1	1.1	44
S=C(NCCC1=CCCCC1)Nc1ccccc1	-0.55	-0.15	43
Cc1cccc(C)c1-n1c(C)cc(/C=C2\C(=O)NN(c3ccccc3)C2=O)c1C	-1	-1	-29
Cc1ccc(NC(=O)OCc2ccccc2S(C)=O)cc1 (stereo unspecified)	/	/	-69
O=S(=O)(N/N=C1/CCCc2ccccc21)c1ccc(Br)cc1	-1.6	-1.3	-389
CCOC(=O)C(=Nc1ccc(Cl)cc1)NO	1.9	0.78	/
Cc1ncc(CCl)c2c1OC(C)(C)OC2	-0.33	-0.69	25
CCCC(c1nnnn1CS(=O)(=O)c1ccc(C)cc1)N1CCN(c2ccc(F)cc2)CC1 (stereo unspecified)	-1.7	-0.92	21
COc1ccc(-c2nc(CSCC(=O)N3CCC(C(N)=O)CC3)c(C)o2)cc1OC	-0.11	-0.68	/
O=C1Nc2ccc(S(=O)(=O)N3CCCC3)c3cccc1c23	-0.45	-0.52	-25
COc1ccccc1-n1cnnc1SCC(=O)Nc1cc(C(C)(C)C)nn1-c1ccccc1	-0.08	0.24	-64
O=C(Nc1nccs1)c1cccc(NC(=O)c2ccco2)c1	-1.2	-1.1	/
O=C(CSc1nnc(-c2ccco2)n1Cc1ccco1)Nc1ccccc1	-0.35	-0.87	-10
O=C(NCc1ccco1)c1cc2c(s1)CCCCC2	-0.29	-0.81	44
CCOC(=O)Cc1nnc(NC(=O)COc2ccc(OC)cc2)s1	-0.17	-1.1	20
O=C(CCc1ccccc1)N1CCN(c2ccccn2)CC1	1.7	0.28	-4
O=C(O)CCc1ccc(-c2ccccc2)n1Cc1ccco1	0.47	-0.14	-27
CCNC(=S)NNC(=O)c1cc(-c2ccc(OCC)cc2)nc2ccccc12	-0.49	-0.79	/

New compounds follow.
SMILES	SDO1 yeast rescue	SDO1 yeast rescue Rescue 24 h	Insulin prom inh
O=c1c2ccccc2nc2n1CCS2	0.05	-0.34	/
CC(=O)c1ccc(OCC(=O)Nc2ccc3c(c2)CCC3)cc1	/	/	-22
COc1cc(C(=O)Oc2ccccc2/C=N/NC(=O)c2ccc(Cl)cc2Cl)cc(OC)c1OC	-0.7	-0.24	-2
CCN(CC)CCNC(=O)C1c2ccccc2C(=O)N(C)C1c1cn(C)c2ccccc12 (stereo unspecified)	-0.53	0.31	-26
O=C(NCC1CCS(=O)(=O)C1)Oc1ccccc1 (stereo unspecified)	0.34	0.1	/
N/C(=N\OC(=O)CCc1ccccc1)c1ccccc1Cl	/	/	10
CCOC(=O)CSc1nc2ccccc2n1C(=O)OCC	-0.92	-0.6	/
O=C(O)CCCC(=O)Nc1cccc(C(F)(F)F)c1	0.89	0.66	/
Cc1cc(NC(CC(C)C)C(=O)O)nc(Cc2ccccc2)n1 (stereo unspecified)	0.64	0.44	/
Cc1ccc(C(=O)N/N=C/c2ccc3c(c2)OCO3)o1	0.26	0.03	-17
CCc1cccc(NC(=O)CCC(=O)O)c1	0.33	0.33	-15
COC(=O)c1ccccc1NC(=O)C1CCCCC1C(=O)O (stereo unspecified)	0.8	-0.13	-13
c1ccc(-c2onc3c2CCCC3)cc1	0.23	0.12	-13
COc1ccccc1OCc1nc2ccccc2[nH]1	0.2	-0.21	-19
O=C(c1cccs1)N1CCC(N2CCN(c3ccccc3)CC2)CC1	-0.45	-1.4	/
CC(=O)Nc1ccc(/C=N/NC(=O)c2cc3cc(C)ccc3nc2C)cc1	0.18	-0.15	-29
CC(=O)OC[C@H]1O[C@@H](O/N=C/C[C@@H]2C=C[C@H](OC(C)=O)[C@@H](COC(C)=O)O2)[C@H](OC(C)=O)[C@@H](OC(C)=O)[C@@H]1OC(C)=O	0.61	0.41	19
CN(CC(=O)Nc1cccc(F)c1)CC(=O)Nc1cccc([N+](=O)[O-])c1	/	/	-44
CCNC(=S)NNC(=O)c1nn(C)c(C)c1Cl	/	/	10
COc1ccc(C2C(C(C)=O)=C(C)Nc3ncnn32)cc1OC (stereo unspecified)	1	0.79	31
N#Cc1c(-c2c(Cl)cccc2Cl)noc1/C=C/Nc1ccc(C(=O)O)cc1	/	/	-133
COCCNc1ccc(S(=O)(=O)N2CCCC2)cc1[N+](=O)[O-]	/	/	56
Cn1c(=O)c2cc(S(=O)(=O)NC(C(=O)NCc3ccccn3)c3ccccc3)ccc2n(C)c1=O (stereo unspecified)	-0.12	0.1	/
O=C1CN(c2ccccc2Cl)C(=O)CN1c1ccccc1Cl	0.74	0.69	-47
N#Cc1ccc(CSc2nnc(NC(=O)CN3C(=O)C4CC=CCC4C3=O)s2)cc1 (stereo unspecified)	1.3	1.5	/

An excerpt from above in order of the Insulin prom inh value, smallest number first:
SMILES	SDO1 yeast rescue	SDO1 yeast rescue Rescue 24 h	Insulin prom inh
COc1ccccc1OCc1nc2ccccc2[nH]1	0.2	-0.21	-19
CCc1cccc(NC(=O)CCC(=O)O)c1	0.33	0.33	-15
c1ccc(-c2onc3c2CCCC3)cc1	0.23	0.12	-13
CCNC(=S)NNC(=O)c1nn(C)c(C)c1Cl	/	/	10
CC(=O)OC[C@H]1O[C@@H](O/N=C/C[C@@H]2C=C[C@H](OC(C)=O)[C@@H](COC(C)=O)O2)[C@H](OC(C)=O)[C@@H](OC(C)=O)[C@@H]1OC(C)=O	0.61	0.41	19

(cont.)
SMILES	SDO1 yeast rescue	SDO1 yeast rescue Rescue 24 h	Insulin prom inh
O=C(Nc1ccccn1)N1CCOCC1	-0.19	-0.73	11
COc1ccc(C(=O)Nc2cc(C(=O)NCCc3ccccc3)ccc2Cl)cc1	-0.39	-0.99	-1
COc1ccc(NC(C)=O)cc1NC(=O)CN1CCN(C2c3ccccc3-c3ccccc32)CC1	-1.2	0.09	14
CCOC(=O)CC1C(=O)NCCN1Cc1cccc(OC)c1 (stereo unspecified)	0.53	0.23	/
O=C1c2c(O)cc(O)cc2O[C@@]12c1c(cc(O)c3c1O[C@H](c1ccc(O)cc1)[C@@H](O)C3)O[C@@H]2c1ccc(O)cc1	0.83	0.29	10
N#CC(C#N)=Cc1cc2ccccc2nc1N1CCOCC1	1.1	1.1	10
N#Cc1ccc(-c2csc(NC(=O)C3CC3)n2)cc1	-0.89	-1.2	/
CSc1cnc2c(=O)[nH]c(=O)n(C)c2n1	0.78	0.5	-120
Nc1c(C(=O)c2ccccc2)oc2ccccc12	-0.34	-0.05	-32
CC(=O)N=c1sc(C(C)(C)C)c(C)n1C	-0.48	-0.43	6
CN1CCN(CCC(=O)N/N=C/c2cc([N+](=O)[O-])ccc2OC(F)F)CC1	/	/	57
CCN1CCN(C(=O)C2CC(c3ccc(F)cc3)=NO2)CC1 (stereo unspecified)	0.34	-0.06	57
O=S(=O)(NC1CC2CCC1C2)c1ccc(Br)s1 (stereo unspecified)	-1.3	-1.2	27
Cn1c(=O)c2cc(S(=O)(=O)NC(C(=O)NCc3cccnc3)c3ccccc3)ccc2n(C)c1=O (stereo unspecified)	0.82	0.66	/
O=C(Nc1ccccc1)c1ccc(OC(=O)c2cc3ccccc3o2)cc1	0.08	-0.1	18
CCOC(=O)c1ccc2nc(NC(=O)c3cccs3)sc2c1	-0.56	0.13	14
O=C(Oc1ccc(Br)cc1C(=S)N1CCCC1)c1ccccc1Cl	-1.6	-1.8	-37
Cc1cc(NC(=O)CCC2CCCC2)no1	0.4	-0.05	14
Nc1ccc(S(=O)(=O)c2ccc(Cl)cc2)cc1	0.48	0.22	36
O=[N+]([O-])c1ccc(N2CCN(C(=S)Nc3cccc(F)c3)CC2)cc1	/	/	47
CC(=O)Nc1ccc(S(=O)(=O)N2CCC(NC(=O)C(Cc3cccn3C)NC(C)=O)CC2)cc1 (stereo unspecified)	-1.2	-1.1	/
CCOC(=O)C1CCN(C(=O)/C=C/c2cc(OC)c(OC)c(OC)c2)CC1	0.86	0.32	8
O=C(c1cccc2ccccc12)N1CCN(CC2CC=CCC2)CC1 (stereo unspecified)	0.58	0.13	-14
Oc1ccccc1C1=Nc2nc3ccccc3n2C(c2ccccc2)C1 (stereo unspecified)	-1.3	-1.1	19
COc1ccc(CC(=O)NCc2n[nH]c(=S)n2-c2ccccc2OC)cc1	/	/	40

(more compounds)
SMILES	SDO1 yeast rescue	SDO1 yeast rescue Rescue 24 h	Insulin prom inh
CCOc1cc(/C=N\NC(=O)c2ccc(NC(=O)C(C)(C)C)cc2)ccc1OC(=O)c1cccc(C)c1	-0.25	-0.18	/
CCn1nnnc1SCC(=O)Nc1ccc(OCc2ccccc2)cc1	-1.3	-1.2	25
CCC(=O)Nc1cccc(NC(=O)CSc2nnc(C(C)C)n2CC)c1	0.16	-0.45	/
O=C(c1cc2ccccn2n1)N1CCCC1	0	-0.54	/
O=C(O)COc1ccc(Cl)cc1CO	1.6	0.76	25
O=C(CSCc1c(F)cccc1Cl)NCC1CCCO1 (stereo unspecified)	1.1	0.87	-51
O=C(Nc1nnc(-c2ccc3c(c2)CCCC3)o1)C1CCCCC1	-0.01	-0.06	/
Cc1nnc(Oc2ccccc2)c2ccccc12	-0.63	-0.29	-9
